EZH2 inh: EZH2 (human) methyltransferase inhibition | Q15910 | PRC2 H3K27 methylation, DELFIA TRF, 1 h | inhibition, % at 12.5 µM | 57,000 tested, 0.35% active;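 active = mean inhibition of replicates at least 50% and every single replicate also reaching 50%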;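 note: dimethyl H3K27 on biotinylated H3 21-44 peptide detected by antibody; plate controls were median neutral control wells for no effect and median positive control wells for full effect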
IDH1 mut inh: blocks human IDH1 R132H reductase activity. inhibition, % at 10 µM. O75874. 70,000 tested, 0.18% active. diaphorase/resazurin fluorescence, 60 min; in the data active = inhibition above about 34%;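 note: 0% = DMSO and 100% = no enzyme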
Target sequence (O75874 whole entry R132H): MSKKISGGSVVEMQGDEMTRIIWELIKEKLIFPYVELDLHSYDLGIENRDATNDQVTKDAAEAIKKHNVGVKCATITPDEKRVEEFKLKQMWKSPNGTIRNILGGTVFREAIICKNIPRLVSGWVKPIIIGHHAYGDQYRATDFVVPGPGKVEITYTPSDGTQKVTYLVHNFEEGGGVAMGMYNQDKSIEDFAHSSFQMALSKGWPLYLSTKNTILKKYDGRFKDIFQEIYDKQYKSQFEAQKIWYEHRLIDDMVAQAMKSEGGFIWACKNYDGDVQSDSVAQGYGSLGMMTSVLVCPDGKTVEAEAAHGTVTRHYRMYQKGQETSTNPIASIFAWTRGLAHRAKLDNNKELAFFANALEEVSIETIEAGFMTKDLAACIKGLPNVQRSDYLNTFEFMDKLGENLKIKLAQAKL
Starred values were filed as active, the others as inactive; / = not tested or not shown.

SMILES | EZH2 inh | IDH1 mut inh
CN(C)CCCNC(=O)C[C@H]1C=C[C@@H](NS(=O)(=O)c2ccccc2)[C@H](CO)O1 | -0.1 | 0.7
O=C(Nc1ccc2c(c1)[C@@H]1C[C@@H](CC(=O)N3CCCCC3)O[C@H](CO)[C@@H]1O2)c1cccnc1 | 11.8 | 0.4
CCCN(C)C[C@@H]1Oc2cc(C#Cc3ccc(OC)cc3)ccc2S(=O)(=O)N([C@H](C)CO)C[C@@H]1C | -15.9 | -2.5
COC(=O)c1ccccc1NC(=O)CSC1=NC(c2ccccc2)CC(=O)N1 (stereo unspecified) | -12.4 | 7.4
COc1ccc(-c2cnc3c(c2)C(=O)N([C@@H](C)CO)C[C@@H](C)[C@H](CN(C)C(=O)Cc2ccccn2)O3)cc1 | -15.2 | -0.4
COCC(=O)N1C[C@@H](C)[C@H](OC)CN(C)C(=O)c2cc(NC(=O)c3ccc(-c4ccccc4)cc3)ccc2OC[C@H]1C | -5.8 | -0.2
CCN(CC(=O)Nc1cccc(C(C)=O)c1)S(=O)(=O)c1ccc(Cl)cc1 | 8.1 | -0.5
Cc1cc(C(=O)Nc2cccc3c2O[C@H](CN(C)C)[C@@H](C)CN([C@H](C)CO)C3=O)n(C)n1 | 6.5 | /
CO[C@H]1CN(C)C(=O)c2cc(NC(=O)C3CCOCC3)ccc2OC[C@H](C)NC[C@H]1C | -3.9 | 0.3
COc1ccccc1OCC(=O)Nc1cccc(-c2nnc(-c3ccco3)o2)c1 | 12.8 | -0.5
COc1ccc(S(=O)(=O)N(C)C[C@H]2Oc3ccc(NC(=O)Cc4ccccc4)cc3CC(=O)N([C@@H](C)CO)C[C@@H]2C)cc1 | / | -0.2
C[C@H]1CCCCO[C@@H](CN(C)C(=O)C2CCCCC2)[C@@H](C)CN([C@@H](C)CO)C(=O)c2cc(NC(=O)c3ccncc3)ccc2O1 | -10.3 | -3.7
C[C@H]1CN([C@@H](C)CO)C(=O)c2cccc(NC(=O)Nc3ccc(F)cc3)c2O[C@H]1CN(C)Cc1ccc(-c2ccccc2)cc1 | / | 1.8
CCCNC(=O)N(C)C[C@H]1Oc2cc(-c3cncnc3)ccc2S(=O)(=O)N([C@H](C)CO)C[C@H]1C | 8.9 | 0.6
Cc1ccc2c(c1)nc(NCCCO)n2C | 0.9 | 0.3
C[C@H]1CN([C@@H](C)CO)C(=O)Cc2cc(NS(C)(=O)=O)ccc2O[C@H]1CN(C)Cc1ccc(C(F)(F)F)cc1 | -5.8 | 0.7
CC(C)=CCC[C@@H](C)C/C=N/NC(=O)CCCCCCC(=O)O | -4.1 | 1.5
O=C(NCC[C@@H]1CC[C@@H](NC(=O)c2cccnc2)[C@H](CO)O1)Nc1ccc(C(F)(F)F)cc1 | -13.8 | 0.0
COCC#Cc1cnc2c(c1)C(=O)N([C@H](C)CO)C[C@H](C)[C@H](CN(C)Cc1ccccc1)O2 | -15.2 | 1.4
C[C@@H]1CN([C@@H](C)CO)C(=O)c2cc(Br)cnc2O[C@H]1CN(C)C(=O)c1cccc(F)c1 | 8.4 | 0.0
O=C(Nc1ccccc1)c1cc(S(=O)(=O)Nc2cccnc2)cs1 | -9.6 | -0.2
CO[C@@H]1CN(C)C(=O)c2ccc(NC(=O)c3ccc(F)cc3)cc2OC[C@H](C)N(C(C)=O)C[C@H]1C | 6.8 | -0.4
COc1ccccc1S(=O)(=O)N(C)C[C@@H]1Oc2ncc(-c3ccc(C)cc3)cc2C(=O)N([C@H](C)CO)C[C@@H]1C | -3.8 | /
C[C@@H]1CCCCO[C@@H](CN(C)C(=O)c2ccccc2)[C@@H](C)CN([C@H](C)CO)C(=O)c2cc(NC(=O)Nc3ccc4c(c3)OCO4)ccc2O1 | / | 1.4
COc1ccc(OC)c(NC(=O)CSc2nc3sc(C)c(C)c3c(=O)n2-c2ccccc2)c1 | 18.1 | -0.2
C[C@@H]1CN([C@H](C)CO)C(=O)CCCn2nncc2CO[C@H]1CN(C)C(=O)Cc1ccccc1 | -0.7 | -0.6
COCCNC(=O)C[C@H]1C[C@H]2c3cc(NC(=O)C4CCOCC4)ccc3O[C@H]2[C@H](CO)O1 | 9.8 | -3.8
O=C(CSc1n[nH]c(-c2ccc(Cl)cc2)n1)Nc1ccc(Br)c(Cl)c1 | -3.9 | 0.1
CC(C)NC(=O)Nc1ccc2c(c1)CC(=O)N([C@@H](C)CO)C[C@@H](C)[C@@H](CN(C)C(=O)Nc1ccc(F)cc1)O2 | -8.8 | /
O=C(Nc1cccnc1)C1CC(c2ccccc2O)=NO1 (stereo unspecified) | 0.1 | -0.1
O=C(C[C@H]1C[C@@H]2c3cc(NC(=O)C4CCC4)ccc3O[C@@H]2[C@H](CO)O1)NCc1cc(F)ccc1F | 20.0 | 0.0
COc1ccccc1-c1ccc2c(c1)O[C@@H](CN(C)C)[C@H](C)CN([C@@H](C)CO)S2(=O)=O | -11.8 | -0.4
COc1ccc(S(=O)(=O)Nc2ccc3c(c2)C(=O)N([C@@H](C)CO)C[C@@H](C)[C@@H](CN(C)S(=O)(=O)c2c(C)noc2C)O3)cc1 | / | -2.5
CC1=C(CC/C(C)=C/C(=O)O)[C@@]2(C)CCCC(C)(C)C2CC1 (stereo partly specified) | / | 1.0
Cc1ccc(C(=O)NCCc2ccc(S(N)(=O)=O)cc2)o1 | -9.3 | 0.1
C[C@H]1CN([C@@H](C)CO)C(=O)c2cccc(NS(C)(=O)=O)c2O[C@@H]1CN(C)S(=O)(=O)c1ccccc1 | / | -10.1
C[C@H](CO)N1C[C@H](C)[C@@H](CN(C)Cc2ccccc2)Oc2ccc(NS(=O)(=O)c3ccccc3)cc2C1=O | 4.3 | -0.5
C[C@@H]1CN([C@H](C)CO)C(=O)c2c(c3ccccc3n2C)-c2ccccc2CO[C@H]1CN(C)C(=O)[C@H](Cc1ccccc1)N(C)C | -14.6 | -0.8
COc1ccc(-c2cn(CC[C@H]3CC[C@@H](N)[C@H](CO)O3)nn2)cc1 | -4.5 | 0.0
CC(C)CC#Cc1cnc2c(c1)C(=O)N([C@@H](C)CO)C[C@@H](C)[C@H](CN(C)Cc1ccccn1)O2 | / | -0.2
O=[N+]([O-])c1ccc2nc(CSc3nc4ccccc4[nH]3)[nH]c2c1 | / | -0.1
COCCOC(=O)N1C(=O)[C@@]2(c3ccccc31)[C@H](C(=O)N1CCN(c3ncccn3)CC1)[C@H]1C(=O)O[C@H](c3ccccc3)[C@H](c3ccccc3)N1[C@@H]2c1ccccc1OCCO | -3.3 | /
C[C@H]1CN([C@@H](C)CO)C(=O)c2cc(-c3ccc(C#N)cc3)cnc2O[C@@H]1CN(C)Cc1cncnc1 | 10.5 | 0.3
COc1ccc(CN(C)C[C@H]2Oc3ccc(NC(=O)NC(C)C)cc3CC(=O)N([C@@H](C)CO)C[C@H]2C)cc1 | / | 1.4
CCO[C@@H]1OC(C(=O)N2CCOCC2)=C[C@H](c2ccc(C(F)(F)F)cc2)[C@H]1CCCO | 3.3 | /

Entries of single compounds from above. Screens in order: EZH2 inh | IDH1 mut inh
C[C@H]1CN([C@@H](C)CO)C(=O)c2cc(-c3ccc(C#N)cc3)cnc2O[C@@H]1CN(C)Cc1cncnc1 reads 10.5 | 0.3
COCCOC(=O)N1C(=O)[C@@]2(c3ccccc31)[C@H](C(=O)N1CCN(c3ncccn3)CC1)[C@H]1C(=O)O[C@H](c3ccccc3)[C@H](c3ccccc3)N1[C@@H]2c1ccccc1OCCO reads -3.3 | /
CC1=C(CC/C(C)=C/C(=O)O)[C@@]2(C)CCCC(C)(C)C2CC1 (stereo partly specified) reads / | 1.0
C[C@@H]1CN([C@H](C)CO)C(=O)c2c(c3ccccc3n2C)-c2ccccc2CO[C@H]1CN(C)C(=O)[C@H](Cc1ccccc1)N(C)C reads -14.6 | -0.8
CC(C)CC#Cc1cnc2c(c1)C(=O)N([C@@H](C)CO)C[C@@H](C)[C@H](CN(C)Cc1ccccn1)O2 reads / | -0.2

Additional entries.
SMILES | EZH2 inh | IDH1 mut inh
C[C@@H]1CN([C@H](C)CO)C(=O)c2cc(C#CC3CC3)cnc2O[C@@H]1CN(C)C(=O)Cc1ccccn1 | 0.1 | -1.5
CN(C)C(=O)C[C@H]1C[C@@H]2c3cc(NC(=O)C4CCOCC4)ccc3O[C@@H]2[C@H](CO)O1 | 4.6 | 0.2
C[C@@H]1CN([C@H](C)CO)C(=O)c2ccccc2-c2ccccc2CO[C@@H]1CN(C)Cc1cccc(C(=O)O)c1 | 10.9 | /
COC(=O)C[C@@H]1C[C@H]2c3cc(NS(=O)(=O)c4ccc(F)cc4)ccc3O[C@H]2[C@H](CO)O1 | -4.5 | -0.3
Cc1ccc(NC(=O)COc2ccc(CO)cc2Br)cc1 | 28.2 | -0.2
C[C@H]1CN([C@@H](C)CO)C(=O)c2cc(NC(=O)Nc3cccc4ccccc34)ccc2O[C@@H]1CN(C)Cc1ccc(-c2ccccc2)cc1 | / | 0.9
Cc1ccc(NC(=O)c2ccc(OC(=O)CN3C(=O)c4ccccc4C3=O)cc2)cc1 | -6.9 | -0.2
COC(=O)C[C@@H]1C[C@H]2c3cc(NC(=O)Nc4ccc(C(F)(F)F)cc4)ccc3O[C@H]2[C@@H](CO)O1 | -26.2 | -0.1
C[C@H](CO)N1C[C@H](C)[C@H](CN(C)Cc2ccc3c(c2)OCO3)Oc2ncc(-c3cccc(C(F)(F)F)c3)cc2C1=O | -1.6 | -1.8
COc1ccc(OC)c(S(=O)(=O)NCc2cccnc2)c1 | -5.3 | -0.1
C[C@@H]1CN([C@H](C)CO)C(=O)c2cc(NC(=O)C3CCCCC3)ccc2O[C@H]1CN(C)C(=O)Nc1ccc(F)cc1 | 5.3 | 0.0
COc1ccc(S(=O)(=O)Nc2ccc3c(c2)C(=O)N([C@H](C)CO)C[C@@H](C)[C@H](CN(C)C(=O)c2ccccc2)OCCCC[C@@H](C)O3)cc1 | / | 1.4
C[C@@H]1CN([C@@H](C)CO)C(=O)c2cccc(NC(=O)Nc3ccc(C(F)(F)F)cc3)c2O[C@H]1CN(C)Cc1ccc(-c2ccccc2)cc1 | / | 0.6
C[C@@H]1CN([C@@H](C)CO)C(=O)c2cc(C#Cc3ccccc3)cnc2O[C@@H]1CN(C)C(=O)CN(C)C | / | -0.5
Cc1cc(C)c(NC(=O)C(C)N(c2ccccc2)S(C)(=O)=O)c(C)c1 (stereo unspecified) | 3.8 | 0.2
CO[C@@H]1CN(C)C(=O)c2cc(NC(=O)C3CCC3)ccc2OC[C@@H](C)N(C(=O)c2ccccc2)C[C@H]1C | -10.5 | 0.0
COc1cccc(S(=O)(=O)N[C@H]2C=C[C@H](CC(=O)NC3Cc4ccccc4C3)O[C@@H]2CO)c1 | 0.8 | 0.1
CCCC#Cc1cnc2c(c1)C(=O)N([C@H](C)CO)C[C@@H](C)[C@H](CN(C)Cc1ccc3c(c1)OCO3)O2 | -6.6 | 0.0
COc1ccc(NC(=O)Nc2ccc3c(c2)C(=O)N([C@H](C)CO)C[C@@H](C)[C@H](CN(C)S(C)(=O)=O)OCCCC[C@H](C)O3)cc1 | / | 1.7
C[C@@H]1CN([C@@H](C)CO)S(=O)(=O)c2ccc(C#Cc3cccnc3)cc2O[C@H]1CN(C)C(=O)CN(C)C | 9.0 | 3.7
C[C@H](CO)N1C[C@H](C)[C@@H](CN(C)C(=O)Nc2ccc3c(c2)OCCO3)OCc2cn(nn2)CCCC1=O | 2.7 | 4.0
CCN(CC(=O)Nc1ccccc1)S(=O)(=O)c1ccc(OC)cc1 | / | -0.4
C[C@H](CO)N1C[C@H](C)[C@H](CN(C)C(=O)NC2CCCCC2)OCCCC[C@H](C)Oc2ccc(NS(C)(=O)=O)cc2C1=O | / | 2.5
C[C@@H]1CN([C@@H](C)CO)C(=O)c2cc(C#CC3CC3)cnc2O[C@@H]1CN(C)C(=O)Nc1ccccc1 | -5.6 | /
C[C@@H]1CN([C@H](C)CO)S(=O)(=O)c2ccc(-c3cncnc3)cc2O[C@H]1CN(C)C(=O)C1CCC1 | 9.4 | 0.2
COc1ccc(CN2C[C@@H](C)[C@H](OC)CN(C)C(=O)c3ccc(NC(=O)C4CC4)cc3OC[C@H]2C)cc1 | -8.1 | -0.2
C[C@@H]1CCCCO[C@@H](CN(C)Cc2ccc(C(F)(F)F)cc2)[C@@H](C)CN([C@@H](C)CO)C(=O)c2cc(NC(=O)CCCN(C)C)ccc2O1 | / | -0.3
C[C@H](CO)N1C[C@H](C)[C@H](CN(C)C(=O)NC2CCCCC2)Oc2ccc(NC(=O)CCC(F)(F)F)cc2C1=O | 0.9 | 2.1
CCC(=O)Nc1ccc2c(c1)C(=O)N(C)C[C@@H](OC)[C@@H](C)CN(C(=O)c1ccc(F)cc1)[C@H](C)CO2 | 0.4 | -0.1
CN(C)c1ccc2c(c1)[C@@H]1C[C@H](CC(=O)NCc3cccc(F)c3)O[C@@H](CO)[C@@H]1O2 | -4.4 | -1.4

The last 4 compounds of the part before lead into the next.
SMILES | EZH2 inh | IDH1 mut inh
C[C@@H]1CCCCO[C@@H](CN(C)Cc2ccc(C(F)(F)F)cc2)[C@@H](C)CN([C@@H](C)CO)C(=O)c2cc(NC(=O)CCCN(C)C)ccc2O1 | / | -0.3
C[C@H](CO)N1C[C@H](C)[C@H](CN(C)C(=O)NC2CCCCC2)Oc2ccc(NC(=O)CCC(F)(F)F)cc2C1=O | 0.9 | 2.1
CCC(=O)Nc1ccc2c(c1)C(=O)N(C)C[C@@H](OC)[C@@H](C)CN(C(=O)c1ccc(F)cc1)[C@H](C)CO2 | 0.4 | -0.1
CN(C)c1ccc2c(c1)[C@@H]1C[C@H](CC(=O)NCc3cccc(F)c3)O[C@@H](CO)[C@@H]1O2 | -4.4 | -1.4
CS(=O)(=O)Nc1ccc2c(c1)[C@H]1C[C@@H](CC(=O)NCc3ccc(Oc4ccccc4)cc3)O[C@H](CO)[C@H]1O2 | 1.2 | 0.4
COc1ccc(NC(=O)Nc2cccc3c2O[C@H](CN(C)Cc2ccc(C(F)(F)F)cc2)[C@H](C)CN([C@@H](C)CO)C3=O)cc1 | / | 0.5
CCC(=O)N[C@@H]1CC[C@H](CCNC(=O)Nc2ccc(C(F)(F)F)cc2)O[C@H]1CO | 18.9 | -0.7
O=C(CN1C(=O)CN(c2ccccc2)C1=O)Nc1ccccc1[N+](=O)[O-] | -3.6 | 2.1

Bioassay records deposited in PubChem by Broad Institute.

The list is partial; count on the stated rates, not on these rows.
